Hsp70 activator: Hsp70 transcriptional activators, primary screen, cell-based, HeLa, Hsp70 promoter luciferase, luminescence, 10 µM; HeLa Hsp70 promoter luciferase reporter; scaled: vehicle 0, proteasome-inhibitor control 100%; activation, % at 10 µM; 200,000 compounds, 0.04% hits;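 active means activation above the mean across all tested compounds plus 3 SD, cutoff set per campaign, cut at about 5.5% in these data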;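 further: 100% = MG132 at 30 µM as the positive control and 0% = DMSO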
Lmaj promast: Leishmania major promastigote growth inhibition, primary screen | Leishmania major promastigotes, resazurin fluorescence viability | inhibition, % at 10 µM | 200,000 compounds, 9% hits | AID 1063, 2008; in the data active means inhibition above about 50%;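 further: promastigotes grown with compound for 44 hours at 28 °C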
HMGR II inh: inhibitors of E. faecalis class II HMGR, primary screen, biochemical, Enterococcus faecalis; purified E. faecalis HMGR, NADPH absorbance 340 nm kinetic; 190,000 compounds, 0.41% hits; AID 1066, 2008; inhibition, % at 10 µM; HMG-CoA reductase (Enterococcus faecalis, mvaE);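 active means inhibition above a set limit, the median over all tested compounds plus 3 SD, cut at about 9.5% in these data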;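 further: enzyme runs in reverse so mevalonate oxidation gives rising NADPH absorbance; 0% = complete reaction with DMSO and 100% = background rate lacking mevalonate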
DTT redox prof: compounds producing H2O2 with reducing agent – biochemical, NIH compound library profiling, artefact control for MLSCN library redox annotation, primary screen. DTT-dependent redox cycling H2O2, phenol red/HRP absorbance; 100% = 100 µM peroxide control, 0% = buffer. activation, % at 10 µM. 200,000 compounds, 0.03% hits;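 active means activation of at least 50% relative to the plate's high and low controls in the primary single-dose screen; inactive means activation below 50%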;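 further: compound incubated with DTT at 0.8 mM final as the reducing agent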
PMI act: activators of human PMI, primary screen, biochemical, fluorescence intensity, near-Km mannose 6-phosphate | Mannose-6-phosphate isomerase (Homo sapiens), P34949 | purified human PMI, coupled resazurin fluorescence, 20 min; active compounds read high; 1 = vehicle control, 0 substrate-free wells | activation factor at 20 µM | 190,000 compounds, 0.005% hits | AID 1214, 2008;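 active means activation factor of 2 or more at 20 µM, relative to plate controls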
Target sequence (P34949 whole entry, looked up): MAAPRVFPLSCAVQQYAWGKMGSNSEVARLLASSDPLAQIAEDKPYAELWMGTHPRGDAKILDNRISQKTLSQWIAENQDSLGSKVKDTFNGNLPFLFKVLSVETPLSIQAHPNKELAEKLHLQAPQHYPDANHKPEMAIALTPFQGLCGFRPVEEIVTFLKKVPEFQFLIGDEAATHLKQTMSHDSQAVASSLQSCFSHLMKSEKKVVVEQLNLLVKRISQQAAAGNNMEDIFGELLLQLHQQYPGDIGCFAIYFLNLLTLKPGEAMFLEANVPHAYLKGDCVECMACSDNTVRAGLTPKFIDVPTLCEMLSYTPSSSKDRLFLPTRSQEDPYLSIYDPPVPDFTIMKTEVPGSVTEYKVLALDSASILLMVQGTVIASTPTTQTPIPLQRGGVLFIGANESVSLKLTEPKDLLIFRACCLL
TNAP inh noacc: human TNAP enzyme inhibitors, primary screen, biochemical, luminescent, no phosphate acceptor, uHTS; 200,000 compounds, 0.26% hits; Alkaline phosphatase, tissue-nonspecific isozyme (Homo sapiens), P05186; purified TNAP, CDP-star luminescence, 30 min; inhibition, % at 20 µM;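 active means tissue-nonspecific alkaline phosphatase inhibition above about 50% at 20 µM in the single-dose screen, limit read from the data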;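 further: 0% = DMSO negative control and 100% = EDTA positive control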
Target sequence (P05186 whole entry, looked up): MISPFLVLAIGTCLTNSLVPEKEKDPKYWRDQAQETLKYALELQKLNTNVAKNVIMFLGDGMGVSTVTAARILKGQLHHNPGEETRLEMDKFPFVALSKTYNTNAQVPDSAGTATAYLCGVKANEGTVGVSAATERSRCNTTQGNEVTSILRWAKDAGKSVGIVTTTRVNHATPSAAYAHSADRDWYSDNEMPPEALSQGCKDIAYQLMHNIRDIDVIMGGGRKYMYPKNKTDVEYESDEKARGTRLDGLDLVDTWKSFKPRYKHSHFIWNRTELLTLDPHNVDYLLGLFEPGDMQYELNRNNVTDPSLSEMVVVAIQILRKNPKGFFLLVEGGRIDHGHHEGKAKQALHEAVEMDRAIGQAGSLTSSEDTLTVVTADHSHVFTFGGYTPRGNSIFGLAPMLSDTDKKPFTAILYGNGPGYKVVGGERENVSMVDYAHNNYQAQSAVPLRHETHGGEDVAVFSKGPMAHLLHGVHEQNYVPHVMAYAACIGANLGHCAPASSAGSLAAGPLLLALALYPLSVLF
RAM inhibit: inhibitors of the yeast RAM network, primary screen, dse1pr::URA3 reporter, 5-FOA selection; S. cerevisiae dse1pr::URA3 reporter, 5-FOA growth OD615, 2 d; analog-sensitive cbk1-as2 kinase mutant strain; inhibition, % at 50 µM; 190,000 compounds, 1.8% hits;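 active means inhibition above a set limit, 3 SD over mean compound inhibition, cut at about 8.4% in these data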;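 further: 0% = DMSO-only wells with no growth and 100% = 10 µM 1-NA-PP1 full growth; inhibition rescues growth on 5-FOA so higher OD means more RAM inhibition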
PMI act satM6P: human PMI activators, high substrate, primary screen, biochemical, fluorescence intensity, near-saturating mannose 6-phosphate; Mannose-6-phosphate isomerase (Homo sapiens), P34949; coupled PMI enzyme assay, resazurin fluorescence, 20 min; active compounds read high; 1 = untreated enzyme, 0 = substrate-free blank; activation factor at 20 µM; 190,000 compounds, 0.34% hits; AID 1216, 2008;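 active means activation factor of 2 or more at 20 µM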
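Test system: Human PMI in coupled enzyme assay | Input: 15 ng/mL PMI | Medium: HEPES-buffered pH 7.4 with magnesium and detergent | Compound: One concentration, 20 µM, in 1% DMSO | Incubation: Enzyme reaction with compound 20 min at room temperature | Detection: Diaphorase-driven resazurin-to-resorufin fluorescence, excitation 544, emission 590 nm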
S1P3 antag: S1P3 receptor antagonists, primary screen, cell-based; inhibition, % at 4.98 µM; Sphingosine 1-phosphate receptor 3 (Homo sapiens), Q99500; 170,000 compounds, 0.27% hits; CHO S1P3 NFAT-BLA reporter, FRET fluorescence, antagonist mode; AID 485, 2006;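 active means inhibition above the plate cutoff, the mean inhibition of test wells on that plate plus 3 SD, cut at about 28% in these data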;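 further: cells challenged with S1P at its EC80 of 0.8 µM; blue over green emission ratio from cleaved BLA substrate after 4 h stimulation; 0% = S1P-stimulated wells and 100% = unstimulated DMSO-only wells; some compounds past the cut are filed as inactive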
TNAP inh hiacc: human TNAP enzyme inhibitors, primary screen, biochemical, luminescent, high phosphate acceptor level, uHTS; Alkaline phosphatase, tissue-nonspecific isozyme (Homo sapiens), P05186; purified TNAP, CDP-star luminescence, 1 M DEA; inhibition, % at 20 µM; 200,000 compounds, 0.03% hits;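 active means over 50% inhibition of tissue-nonspecific alkaline phosphatase at 20 µM in the single-dose screen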;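 further: plate controls were DMSO wells for no effect and EDTA-quenched wells as full inhibition for full effect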
Starred values were filed as active, the others as inactive; . = no result given.

SMILES	Hsp70 activator	Lmaj promast	HMGR II inh	DTT redox prof	PMI act	TNAP inh noacc	RAM inhibit	PMI act satM6P	S1P3 antag	TNAP inh hiacc
CCOC(=O)CN(c1ccccc1)S(=O)(=O)c1ccc(F)cc1	0.4	5	-3	-0.5	1	-8	0.4	0.9	-6	-2
CCCCC1(C)OC(=O)C(=Cc2ccc(SC)cc2)C(=O)O1 (centres undefined)	-0.1	10	-3	-0.4	1.2	6	-1.3	1.1	-16	0
O=C(N=Nc1c(O)[nH]c2ccc([N+](=O)[O-])cc12)c1cc(-c2ccccc2Cl)nc2ccccc12	-0.2	33	-4	-0.1	0.9	-19	1.6	0.9	-2	3
Cc1ccc(S(=O)(=O)Cc2ccc(C(=O)N3CCc4ccccc4C3)o2)cc1	0.0	6	1	-1.0	1	0	0.3	1	.	-7
O=C(c1cccs1)N(Cc1cc2ccccc2[nH]c1=O)c1ccccc1	-0.3	15	-6	-0.2	1	-21	4.1	1	1	-4
CCOC(=O)N1CCC(NC(=O)c2ccc(CS(=O)(=O)c3ccccc3C)o2)CC1	-0.2	-5	-7	0.1	1	1	4.5	1	11	-5
CCCc1cc(=O)[nH]c(SCc2ccc(C#N)cc2)n1	0.1	-5	1	0.1	1	1	0.3	1	0	-4
Cc1ccc(C(c2nnnn2CCc2ccccc2)N2CCSCC2)cc1 (centres undefined)	-0.4	36	2	1.8	0.9	-9	0.0	1	36	-3
CC1CN(C(=O)Cc2ccc(-c3ccccc3)cc2)CC(C)O1 (centres undefined)	-0.3	-7	-3	-0.3	0.8	-9	-0.9	0.9	12	-7
COC(=O)C1=C(NC(=O)COc2ccc3ccccc3c2)CCS1	-0.3	-8	-5	0.7	0.9	-8	1.7	1	0	2
Cc1ccc(C(=O)N(CC#N)CC#N)cc1C	0.0	-4	-8	-0.7	0.9	-6	0.9	1	4	-3
COC(=O)c1[nH]c2ccc(Br)cc2c1NC(=O)CN1CCN(C2CCCCC2)CC1	-0.5	101*	-8	2.1	1	2	2.0	1.1	-9	-8
COc1ccc(-c2cc(C(F)(F)F)nc(SCC(=O)NCc3cccs3)n2)cc1OC	0.1	9	0	-0.3	1	-8	1.5	1	-16	7
CCC(=O)NCc1cc(-c2nn(C)c(=O)c3ccccc23)ccc1OC	0.0	1	-2	6.2	.	-7	0.7	.	-5	0
CCCCNC(=O)CCN1N=C(c2ccccc2)CCC1=O	-0.3	-6	5	-0.1	0.9	-9	1.6	0.9	-16	-5
Cc1ccccc1Cn1nnc(-c2cccc(C(=O)O)c2)n1	0.0	-15	1	-2.8	1	-11	1.1	1	11	-1
Fc1ccccc1SCc1nnc(-c2ccccc2Br)o1	-0.1	6	-5	-1.2	0.9	0	-0.8	1	-13	-1
CCN=C1SC(C(=O)Nc2cccc(OCC)c2)CC(=O)N1CC (centres undefined)	-0.3	-1	-3	-0.5	1.1	2	0.3	1	4	-7
Nc1ncnc2nc(Sc3ccc(Cl)cc3)[nH]c12	-0.1	-2	-5	1.0	0.9	15	1.2	1	17	-4
O=c1[nH]c(SCc2nc3ccccc3c(=O)n2-c2ccccc2)nc2ccccc12	-0.3	4	-1	0.7	0.9	-50	2.8	1	-22	-1

Looked up one by one from the list above (3):
SMILES	Hsp70 activator	Lmaj promast	HMGR II inh	DTT redox prof	PMI act	TNAP inh noacc	RAM inhibit	PMI act satM6P	S1P3 antag	TNAP inh hiacc
COC(=O)c1[nH]c2ccc(Br)cc2c1NC(=O)CN1CCN(C2CCCCC2)CC1	-0.5	101*	-8	2.1	1	2	2.0	1.1	-9	-8
Cc1ccc(C(=O)N(CC#N)CC#N)cc1C	0.0	-4	-8	-0.7	0.9	-6	0.9	1	4	-3
CCCc1cc(=O)[nH]c(SCc2ccc(C#N)cc2)n1	0.1	-5	1	0.1	1	1	0.3	1	0	-4

Remaining list, next part.
SMILES	Hsp70 activator	Lmaj promast	HMGR II inh	DTT redox prof	PMI act	TNAP inh noacc	RAM inhibit	PMI act satM6P	S1P3 antag	TNAP inh hiacc
COc1ccc(C(=O)NC(CC(C)C)C(=O)O)cc1OC (centres undefined)	-0.2	-2	-4	0.1	1	1	0.0	1.1	.	-8
Cc1cccc2sc(NNC(=O)C3=COCCO3)nc12	-0.2	-8	-3	2.2	1	-160	0.6	1	-14	-6
CC(CSc1nnnn1-c1ccccc1)Cn1c(N2CCCC2)nc2c1c(=O)[nH]c(=O)n2C (centres undefined)	-0.2	7	-1	-0.9	1	-13	0.3	1	0	1
O=C(CSc1ncnc2c1cnn2CCc1ccccc1)Nc1cccc(C(F)(F)F)c1	-0.3	8	-9	0.1	0.8	-4	6.1	0.9	.	-3
CN(C(=O)Cn1cc(C#N)c2ccccc21)c1ccccc1	0.7	3	-2	1.0	0.9	-6	2.6	1	-21	-3
O=C(NC1CCCC1)c1cc2c(ccc3ccccc32)o1	0.8	6	-1	-0.2	0.9	-6	4.0	0.9	.	-1
COc1ccc(N2CCN(Cc3nc4ccccc4c(=O)[nH]3)CC2)cc1	-0.1	0	-1	0.3	0.9	-4	0.2	0.9	-10	-3
Cc1ccc(-c2cc(C(=O)OCC(=O)Nc3cc(C)on3)c3ccccc3n2)c(C)c1	0.4	4	1	1.2	0.8	0	2.6	0.8	-47	0
Cc1ccnc(NC(=O)CCC(=O)N(CC(=O)NC2CCCCC2)c2cccc(C)c2C)c1	-0.5	17	-2	2.9	0.9	2	1.0	0.9	-2	-2
CC(C)(C)OCC(O)CN1CCN(C(=O)c2ccccc2)CC1 (centres undefined)	-0.2	-9	-10	-0.2	1	-6	0.8	1	-8	-2
CCOC(=O)C1=NNC(C(=O)c2ccc(C)cc2)C1c1ccc(C)cc1 (centres undefined)	-0.4	-6	-5	-0.2	1.1	-6	2.4	1.1	-15	-5
Nn1c(SCc2cccc(C(F)(F)F)c2)nnc1-c1ccco1	0.0	-3	3	0.0	1	-11	-0.2	1.1	13	-9
CSc1ccccc1NC(=O)CN(c1ccccc1)S(=O)(=O)N(C)C	-0.3	1	3	0.8	0.9	-12	0.3	1	23	-10
Cc1ccc(-c2nnc(CSc3nc(C)nc4sc(C)c(C)c34)o2)cc1	.	.	.	.	1	4	.	1.1	17	-6
COC(=O)c1sc(NC(=O)CSc2nnnn2-c2cccc(OC)c2)nc1C	-0.1	15	-3	-0.3	1	-1	-0.2	0.9	.	-2
C=CCN=C(NC#N)SCC(=O)NC(C)(C)C	-0.4	-3	-7	3.5	1.1	-8	2.1	1.1	-32	0
CCOC(=O)c1cnn(CCOC(=O)c2ccc(OC)cc2)c1NC(=O)c1ccc(OC)cc1	-0.1	5	-4	-0.3	1	-14	2.6	1.1	-3	1
O=C(CC1=NC2(CCCC2)Cc2ccccc21)N1CCOCC1	-0.4	-1	-2	2.1	1.5	-7	-0.6	1.7	16	-5
CN1C(=S)N(c2ccccc2)C(=O)/C1=C/c1ccco1	0.0	-6	-4	-0.6	1.4	-16	1.8	1.2	-13	4
C=CCn1c(C)cc(C(=O)CSc2ccc(NC(C)=O)cc2)c1C	-0.4	44	2	0.3	0.9	-5	-0.3	0.9	.	1

Arranged by number of heavy atoms (ascending): part of the list above.
SMILES	Hsp70 activator	Lmaj promast	HMGR II inh	DTT redox prof	PMI act	TNAP inh noacc	RAM inhibit	PMI act satM6P	S1P3 antag	TNAP inh hiacc
CN1C(=S)N(c2ccccc2)C(=O)/C1=C/c1ccco1	0.0	-6	-4	-0.6	1.4	-16	1.8	1.2	-13	4
O=C(CC1=NC2(CCCC2)Cc2ccccc21)N1CCOCC1	-0.4	-1	-2	2.1	1.5	-7	-0.6	1.7	16	-5
CCOC(=O)c1cnn(CCOC(=O)c2ccc(OC)cc2)c1NC(=O)c1ccc(OC)cc1	-0.1	5	-4	-0.3	1	-14	2.6	1.1	-3	1

(listing goes on)
SMILES	Hsp70 activator	Lmaj promast	HMGR II inh	DTT redox prof	PMI act	TNAP inh noacc	RAM inhibit	PMI act satM6P	S1P3 antag	TNAP inh hiacc
Cn1c(=O)c(/C=C/c2ccc(F)cc2)nc2ccccc21	-0.1	-3	-10	-1.2	1	-3	14*	0.9	-8	-1
CC1(C)CC2(CC(c3cccs3)c3cc(Cl)c(O)cc3O2)NC(=S)N1 (centres undefined)	0.2	92*	-3	-3.8	0.8	-5	2.5	0.9	.	-3
Cc1nc(SCC(=O)Nc2ccccc2)c2oc3ccccc3c2n1	-0.2	28	-3	1.5	0.9	-11	0.2	1	12	-2
CCOC(=O)c1c(C)[nH]c(C(=O)COC(=O)/C=C/c2ccc(O)c(OC)c2)c1C	-0.2	99*	-8	-0.1	0.9	-18	4.3	0.8	-4	-3
Cc1nnc(SCC2=C(C(=O)O)N3C(=O)C(NC(=O)Cn4nc(C(F)F)cc4C)C3SC2)s1 (centres undefined)	-0.2	-2	-1	0.1	1	-11	1.0	1	-12	-2
Cc1c(Nc2nc(-c3ccccc3)cs2)c(=O)n(-c2ccccc2)n1C	-0.4	-4	-3	0.2	0.9	1	0.5	0.9	4	-2
O=C(OC1CCOC1=O)c1ccc(NS(=O)(=O)c2cccs2)cc1 (centres undefined)	-0.2	-5	-3	-2.3	1.1	-1	1.6	1	-19	-3
Nc1c(NCCN2CCCCC2)c2ccccc2oc1=O	-0.2	-6	-3	-0.3	0.7	-8	0.8	0.7	-9	-5
Cc1cc(=O)oc2c1c(C)nn2-c1ccc(Cl)cc1	-0.3	-6	-3	0.1	1.1	0	3.7	1.1	2	-6
CCOC(=O)C1CCN(C(=O)CC(C)c2ccccc2)CC1 (centres undefined)	0.1	-5	-2	3.0	1	-8	1.5	1.1	-12	-5
COc1cc(C)c(Cl)cc1S(=O)(=O)n1ccnc1	-0.1	81*	2	0.9	1.2	-8	3.6	1	9	-1
CC(O)c1ccc2c(c1)OCCOCCN(C)CCOCCO2 (centres undefined)	-0.2	4	-1	1.4	1	-10	2.3	1	-4	-4
O=C(Nc1ccc(O)cc1)c1cc2ccccc2c(=O)s1	0.1	45	-4	-0.5	1	1	0.4	1	-6	2
Cc1ccnc(NS(=O)(=O)c2ccc(NC(=O)C3CCCO3)cc2)n1 (centres undefined)	-0.2	-6	-1	-1.4	1.2	3	-0.6	1	27	-4
COc1ccc(N2C(=O)CC(N3CCN(c4ccc(S(=O)(=O)N5CCCC5)cc4)CC3)C2=O)cc1 (centres undefined)	-0.4	-5	-2	-0.7	1	-8	0.3	1	-16	-10

From PubChem BioAssay

Random draw from the library. About 12% of those tested had a hit in this group.
